Tau fil binding – binds recombinant human tau filaments; P10636; Potency, µM (series often up to 57.1 µM), inactives show at the top dose activity change, negative = inhibition; 71,000 compounds, 2% hits; AID 596; recombinant tau filaments, thioflavin S fluorescence, 15 h; filaments grown with octadecylsulfate alongside compound;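 note: % is set by controls: 0 for no effect and ±100 for the full control effect; actives lower thioflavin S fluorescence by blocking filaments or displacing dye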
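ThS-based fibril read: tau 1 uM final, inducer ODS 30 uM final, 37 C for 15 h, ex 450/em 510 nm.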
Casp1 inh – blocks human caspase-1 allosterically or competitively; AID 900; Potency, µM (doses to about 57.5 µM), for the others: at the highest dose activity change, negative = inhibition, usual class: inhibitors; 75,000 compounds, 0.03% hits; P29466; Caspase-1 enzyme, Ac-WEHD-AFC fluorogenic rate;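 note: plate controls were vehicle for no effect and no substrate for full effect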
Target sequence (P29466 120-297 limits assumed): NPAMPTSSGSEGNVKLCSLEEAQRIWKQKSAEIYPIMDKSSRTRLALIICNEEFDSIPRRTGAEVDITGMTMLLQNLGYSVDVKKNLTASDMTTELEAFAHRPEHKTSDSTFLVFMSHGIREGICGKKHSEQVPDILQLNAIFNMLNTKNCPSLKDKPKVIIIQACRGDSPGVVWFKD
Target sequence (P29466 317-404 limits assumed): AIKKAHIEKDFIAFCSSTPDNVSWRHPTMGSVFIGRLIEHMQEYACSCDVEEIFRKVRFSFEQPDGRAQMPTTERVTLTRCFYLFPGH
ERK AVP inh – blocks ERK signaling stimulated by vasopressin | HEK293-V1b, vasopressin-stimulated pERK AlphaScreen | Potency, µM (titrated, usually from 57.5 µM), for inactives: at the top dose activity, negative = inhibition, actives largely listed as inhibitors | 72,000 compounds, 0.99% hits | AID 995; note: % is set by controls: 0 for no effect and ±100 for the full control effect; nearly all actives have a fitted effect of over 55% in size
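qHTS, compounds titrated on V1b-expressing HEK293 cells. Preincubation 30 min at 37C, vasopressin 25 nM for 5 min, lysis 10 min, bead incubation 5 hr at room temperature.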
HEK293 cAMP ctrl – raises cAMP in parental HEK293 cells, TSHR agonist counter-screen; parental HEK293 CNG cAMP sensor, membrane potential fluorescence; Potency, µM (highest dose often 57.1 µM), inactives show at the top dose activation, most hits filed as activators; 73,000 compounds, 2.5% hits; AID 938; note: % of control where 0% means no effect; nearly all actives have a fitted effect of over 55% in size
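Counterscreen for endogenous-receptor signalling: CNG-channel HEK 293 cells report cAMP rise by membrane depolarization. After 60 min dye equilibration with 100 uM RO 20-1724, compounds incubated 30 min before bottom-read fluorescence at 590 nm.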
Casp7 inh – caspase-7 (human) inhibition, allosteric or competitive | AID 889 | recombinant caspase-7, Ac-DEVD-AFC fluorescence rate | Potency, µM (doses to about 57.5 µM), without a hit: at the highest dose activity change, negative = inhibition, most hits filed as inhibitors | P55210 | 75,000 compounds, 0.02% hits; active = well fitted inhibition curve with a large enough effect in the main read-out, with a control signal flat, not every such curve was filed as active; inconclusive = small, poorly fitted or top-dose-only effect, or a change in a side signal; note: % of control where 0% means no effect
Target sequence (P55210 24-198 limits assumed): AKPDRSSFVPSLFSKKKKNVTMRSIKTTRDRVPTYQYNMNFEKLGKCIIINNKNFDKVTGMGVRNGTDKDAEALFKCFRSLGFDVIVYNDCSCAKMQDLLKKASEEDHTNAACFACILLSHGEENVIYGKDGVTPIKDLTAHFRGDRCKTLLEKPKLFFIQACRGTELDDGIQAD
Target sequence (P55210 207-303 limits assumed): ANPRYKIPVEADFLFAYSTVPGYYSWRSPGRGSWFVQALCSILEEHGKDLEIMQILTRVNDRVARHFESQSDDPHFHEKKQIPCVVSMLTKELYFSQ
Active calls of the source: *; ? = inconclusive; · = no result given; & = joins results of further samples; [ ] = remark or other dose. Unless noted, calls come from the whole dose curve; as a rule, active = well fitted curve in the direction sought with a large enough effect; inconclusive = small, poorly fitted or top-dose-only effect, or another doubt; inactive = no such curve, though single readings can be large; an effect the other way counts as inactive or inconclusive. Potency is the fitted concentration of half-maximal effect. The list is partial. The share of hits here may be higher or lower than overall.

mol	Tau fil binding	Casp1 inh	ERK AVP inh	HEK293 cAMP ctrl	Casp7 inh
CCCC[C@@H]1C[C@H]1C(NP(=O)(c1ccccc1)c1ccccc1)c1ccc(Cl)cc1 (some centres undefined)	10%	·	·	2.5µM*	·
COc1ccc(CC2NC[C@H](O)[C@H]2OC(C)=O)cc1 (some centres undefined)	·	-1%	·	·	1%
CN(C)C=O	-6%&-7%	·	·	?	1%&-3%
CCNC(=O)C1OC(n2cnc3c(N)ncnc32)C(O)C1O (centres undefined)	·	-5%	·	0.63µM*	-1%
COc1cc(C2SCC(=O)Nc3c2c(=O)[nH]n3C2CCCCCC2)cc(OC)c1OC (centres undefined)	·	-2%	·	-23%	-1%
COc1ccccc1N1CCN(Cc2ccccc2Cl)CC1	·	-5%	·	11%	-1%
Cc1c2cnn(CC(=O)N3CCC4(CC3)OCCO4)c(=O)c2c(C)n1Cc1ccc(F)cc1	·	0%	·	-1%	0%
Cc1ccc2nc(N3CCC(C(=O)N4CCC5(CC4)OCCO5)CC3)sc2c1	·	-2%	·	-6%	-3%
Cc1c2cnn(CC(=O)N3CCC4(CC3)OCCO4)c(=O)c2c(C)n1Cc1ccccc1F	·	-11%	·	?	1%
COc1cc(C2c3cc4c(cc3C(O)[C@H]3COC(=O)C23)OCO4)cc(OC)c1OC (some centres undefined)	·	1%&3%	-15%&14%	·	-1%&0%
C=C(C)[C@H]1C2C(=O)O[C@H]1[C@H]1OC(=O)[C@@]34O[C@@H]3C[C@]2(O)[C@@]14C	·	1%	-9%	·	0%
NCCc1cc(O)c(O)cc1O	·	-9%	?	·	-16%
CCOP(=S)(OCC)SCn1c(=O)oc2cc(Cl)ccc21	·	-1%	-8%	·	0%
c1cncc(C2CCCCN2)c1 (centres undefined)	·	-1%	7%	·	1%
CC(C)=CCCC1(C)C=Cc2c(O)c3c(c(CC=C(C)C)c2O1)OC12C(=CC4CC1C(C)(C)OC2(C/C=C(/C)C(=O)O)C4=O)C3=O (centres undefined)	·	-5%	?	·	-15%
COC(=O)/C(C)=C\CC12OC(C)(C)C3CC(C=C4C(=O)c5c(OC)c6c(c(CC=C(C)C)c5OC431)OC(C)(CCC=C(C)C)C=C6)C2=O (centres undefined)	·	-5%	14%	·	-7%
CCCCCCCCCCCCCC(=O)OC1C(C)[C@@]2(O)C(C=C(CO)C[C@]3(O)C(=O)C(C)=C[C@H]23)[C@@H]2C(C)(C)[C@]12OC(C)=O (some centres undefined)	·	-1%	22%	·	1%
CC1CC[C@@]2(NC1)O[C@@H]1C[C@H]3C4CC=C5C[C@@H](O)CC[C@]5(C)C4CC[C@]3(C)[C@H]1[C@@H]2C (some centres undefined)	·	1%	?	·	1%
CC1CC2CC(=O)C3CCCN4CCCC2[C@]34C1 (some centres undefined)	·	4%	?	·	0%
CC(=O)C1CCC2C3CCC4=CC(=O)CC[C@@]4(C)C3CC[C@]12C (some centres undefined)	·	-3%	?	·	-5%
O=c1cccc2n1CC1CC2CN2CCCC[C@H]12 (some centres undefined)	·	-1%	-10%	·	-3%
CC(=O)OC1CC2C(C)(C)C(=O)C=C[C@]2(C)C2CC[C@]3(C)C(=CC(=O)OC3c3ccoc3)[C@]12C (some centres undefined)	·	-2%	29%	·	-9%
CC(=O)C1CC[C@H]2C3CC[C@@H]4CC(O)CC[C@@]4(C)C3CC[C@]12C (some centres undefined)	·	0%	8%	·	1%
CN(CCC(N)CC(=O)NC1C=CC(n2ccc(N)nc2=O)OC1C(=O)O)C(=N)N (centres undefined)	·	3%	17%	·	1%
CC(=O)C1CCC2C3CCC4CC(O)CCC4(C)C3CC(O)C12C (centres undefined)	·	1%	-2%	·	-3%
Clc1ccc(C(OCCN2CCCCC2)c2ccccc2)cc1 (centres undefined)	·	1%	27%	·	-1%
CC1(C)C(O)CC(O)[C@]2(C)C1CC(O)[C@]1(C)C2CC[C@@]2(C)C(c3ccoc3)CC3OC312 (some centres undefined)	·	-1%	-18%	·	-2%
O=c1cccc2n1CC1CC2CN(CCO)C1 (centres undefined)	·	-2%	-11%	·	3%
CC(C)N1C(=O)c2ccccc2NS1(=O)=O	·	-1%	-11%	·	1%
c1ccc2c(c1)sc1ccccc12	·	-1%	-14%	·	0%
CCC1/C=C/C=CCC(C)C(O)[C@@](C)(O)C(=O)C(C)C(O)C(C)C(=O)C(C)C(O)C(C)C=CC(=O)O[C@H]2C(C)C(CC1)O[C@]1(CCC(C)C(CC(C)O)O1)C2C (some centres undefined)	·	-8%	4%	·	-4%
COc1cc2c(cc1OC)[C@@]13CCN4CC5=CCOC6CC(=O)N2C1[C@H]6[C@@H]5C[C@@H]43 (some centres undefined)	·	0%	2%	·	1%
CC(=O)OC1C2CCC3C1(CC(O)[C@@]1(O)[C@@H](CC(O)C1(C)C)[C@]3(C)O)C[C@@]2(C)O (some centres undefined)	·	-1%	2%	·	-1%
OC1CCCCC1N1CCC(c2ccccc2)CC1 (centres undefined)	·	4%	6%	·	0%
CC1(C)N([O-])[N+](=O)C1(C)Br (centres undefined)	·	1%	-5%	·	-2%
NC(=O)c1cc([N+](=O)[O-])cc([N+](=O)[O-])c1	·	2%	4%	·	1%

Four of the compounds above, with each value named:
CC(=O)C1CC[C@H]2C3CC[C@@H]4CC(O)CC[C@@]4(C)C3CC[C@]12C (some centres undefined)
- Tau fil binding: ·
- Casp1 inh: 0%
- ERK AVP inh: 8%
- HEK293 cAMP ctrl: ·
- Casp7 inh: 1%

CN(CCC(N)CC(=O)NC1C=CC(n2ccc(N)nc2=O)OC1C(=O)O)C(=N)N (centres undefined)
- Tau fil binding: ·
- Casp1 inh: 3%
- ERK AVP inh: 17%
- HEK293 cAMP ctrl: ·
- Casp7 inh: 1%

CC(=O)C1CCC2C3CCC4CC(O)CCC4(C)C3CC(O)C12C (centres undefined)
- Tau fil binding: ·
- Casp1 inh: 1%
- ERK AVP inh: -2%
- HEK293 cAMP ctrl: ·
- Casp7 inh: -3%

Clc1ccc(C(OCCN2CCCCC2)c2ccccc2)cc1 (centres undefined)
- Tau fil binding: ·
- Casp1 inh: 1%
- ERK AVP inh: 27%
- HEK293 cAMP ctrl: ·
- Casp7 inh: -1%

Additional entries:
mol	Tau fil binding	Casp1 inh	ERK AVP inh	HEK293 cAMP ctrl	Casp7 inh
C/C=C1/C[C@@H](C)[C@](O)(CO)C(=O)OCC2=CCN3CC[C@@H](OC1=O)C23 (some centres undefined)	·	-2%	-8%	·	-1%
CN1Cc2c(ccc3c2OCO3)C2C(O)Cc3cc4c(cc3C21)OCO4 (centres undefined)	·	1%&-4%	-22%&-7%	·	0%&1%
CCN1C[C@@]2(COC)C3[C@@H](OC)C4[C@@H]1[C@@]3(C1C[C@@]3(O)[C@H](OC(=O)c5ccccc5)C1[C@]4(OC(C)=O)[C@@H](O)[C@@H]3OC)[C@@H](OC)C[C@H]2O (some centres undefined)	·	-2%	7%	·	-1%
CNc1ccc(C(=O)CC(O)CCC(C)C2OC(=O)CC(O)CC(=O)CC(O)CC(O)CC(O)CC(O)CC3(O)CC(O)C(C(=O)OC)C(CC(O[C@@H]4OC(C)C(O)C(N)C4O)/C=C/C=C/C=C/C=C/C=C/C=C/C=C/C2C)O3)cc1 (some centres undefined)	·	1%	9%	·	0%
CC(C)(C)C(=O)C(Oc1ccc(Cl)cc1)n1cncn1 (centres undefined)	·	0%	-19%	·	2%
O=C1c2ccccc2C(=O)c2ccccc21	·	-13%	0%	·	-16%
CC(=O)OC1CC2C(C)(C)C(O)C=C[C@@]2(C)C2CC[C@]3(C)C(=CC(=O)OC3c3ccoc3)[C@]12C (some centres undefined)	·	1%	31%	·	-2%
CCS(=O)CCSP(=O)(OC)OC (centres undefined)	·	3%	?	·	-3%
O=c1c(O)c(-c2ccc(O)c(O)c2)oc2c(O)c(O)cc(O)c12	·	0%	-4%	·	-7%
CCC(C)C(=O)OC1C[C@@]2(C)C(c3ccoc3)OC(=O)CC23OC2(C)OC34C(OC(=O)C(C)C)[C@]3(O)C(OC(=O)C5(C)OC5C)[C@]5(C)CC3(O)[C@](C)(C5CC(=O)OC)C14O2 (some centres undefined)	·	-1%	-10%	·	-3%
CCCC(C)C1(CC)C(=O)NC(=O)NC1=O (centres undefined)	·	3%	-17%	·	2%
COC(=O)[C@@H]1C[C@@]2(O)[C@@H](O)[C@@H](O)[C@@H](O)C[C@H]2N1Cc1cccnc1	·	0%	15%	·	-4%
C[C@@]12C=CC(=O)C=C1CCC1C2CC[C@]2(C)C(=O)CCC12 (some centres undefined)	·	1%	5%	·	-1%
CCNc1nc(Cl)nc(NCC)n1	·	1%	0%	·	0%
C[C@]1(C(=O)O)CCC[C@]2(C)c3cc(O)ccc3CC[C@@H]12	·	-2%	13%	·	0%
CC(C)=CCOc1c2occc2cc2ccc(=O)oc12	·	2%	10%	·	-3%
c1cc2c(cc1[C@H]1OC[C@@H]3[C@H]1CO[C@H]3c1ccc3c(c1)OCO3)OCO2	·	3%	-8%	·	-1%
CC(C)(C)[C@]1(O)C[C@@H]2OC(=O)C[C@@]23C(=O)O[C@@H]2OC(=O)[C@H](O)[C@]213	·	0%	19%	·	1%
CC1CC[C@]2(NC1)OC1CC3C4CC=C5CC(O)CC[C@@]5(C)C4CC[C@]3(C)C1C2C (some centres undefined)	·	4%	5%	·	-2%
c1ccc2cc3c(cc2c1)-c1cccc2cccc-3c12	39%	·	44%[activator]	9%	?
CN1CCc2nc(CO)c(CO)cc2C1	·	-2%[11.5 µM]	20%[11.5 µM]	2%[11.4 µM]	1%[11.5 µM]
O=C1Nc2ccccc2C2(CCN(CCc3ccc(C(F)(F)F)cc3)CC2)O1	·	0%	16µM*	?	1%
O=C(N[C@H]1CN2CCC1CC2)c1ccc(Cl)cc1	·	-1%	-10%	?	0%
